Screens as filed in PubChem BioAssay.
GSK3 alpha inh: blockers of GSK3A enzyme activity – biochemical, luminescence, cell-free homogeneous, HTS, primary screen | Glycogen synthase kinase-3 alpha (Homo sapiens), P49840 | GSK-3 alpha kinase, ADP-Glo luminescence, 60 min | inhibition, % at 10 µM | 320,000 compounds, 0.1% hits;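 in the data active = inhibition above about 50%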;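 note: GST-tagged GSK-3 alpha with peptide substrate and 25 µM ATP; 0% = DMSO neutral wells and 100% = GW8510 positive control wells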
Target sequence (P49840 whole entry, looked up): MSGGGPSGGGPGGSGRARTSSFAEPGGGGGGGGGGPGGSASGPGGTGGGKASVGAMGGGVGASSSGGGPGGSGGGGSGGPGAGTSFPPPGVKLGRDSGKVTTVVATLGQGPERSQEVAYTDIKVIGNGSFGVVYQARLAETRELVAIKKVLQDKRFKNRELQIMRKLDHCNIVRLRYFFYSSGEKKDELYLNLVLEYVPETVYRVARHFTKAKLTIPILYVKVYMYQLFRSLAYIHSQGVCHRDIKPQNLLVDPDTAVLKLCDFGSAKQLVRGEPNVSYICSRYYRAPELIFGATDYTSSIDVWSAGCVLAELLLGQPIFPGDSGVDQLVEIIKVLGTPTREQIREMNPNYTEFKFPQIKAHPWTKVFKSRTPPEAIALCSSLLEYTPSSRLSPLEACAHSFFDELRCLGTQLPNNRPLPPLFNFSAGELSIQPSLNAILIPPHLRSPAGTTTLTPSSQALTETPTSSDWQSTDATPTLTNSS
Numbers without * were called inactive. Not all compounds are listed, so the mix of outcomes need not match the whole.

GSK3 alpha inh | mol
1 | CC1CCC2(CC1)NC(=O)N(CC(=O)N1CCN(c3ccccc3)CC1)C2=O (stereo not drawn)
5 | Cc1cnc(C(=O)OCc2nc3ccsc3c(=O)[nH]2)cn1
0 | O=C(N/N=C/c1ccc(N2CCOCC2)cc1)c1ccncc1
5 | Cc1ccccc1N1CCN(CC(=O)Nc2ccccc2C(=O)NC2CC2)CC1
15 | O=C(COc1ccccc1[N+](=O)[O-])NCCCN1CCCC1=O
-2 | Cc1nnc(SCC(=O)NC2CCCC(C)C2C)n1N (stereo not drawn)
0 | C#CCOCCOCCOCCNc1nc(N2CCN(C(=O)[C@H](CCC(=O)O)n3cc(CN)nn3)CC2)nc(N2CCN(C(=O)[C@H](CCCN=C(N)N)n3cc(C(N)[C@@H](C)CC)nn3)CC2)n1 (stereo partly drawn)
0 | CCOC(=O)C1CCN(C(=O)CN2C(=O)NC(C)(c3ccc4cc(OC)ccc4c3)C2=O)CC1 (stereo not drawn)
-1 | CC(C)C(NS(=O)(=O)c1cccc(C(F)(F)F)c1)C(=O)NCc1cccs1 (stereo not drawn)
1 | C=CCC[C@H](Cc1ccc(F)cc1)C(=O)OC[C@H](Cc1c[nH]c2ccccc12)NC(=O)[C@@H](CC=C)CC(=O)NCCO
3 | COc1cccc(S(=O)(=O)NC2CCN(C#N)C2)c1 (stereo not drawn)
-1 | CC1CCCCC1NC(=O)Cn1cnc2c1c(=O)n(C)c(=O)n2C (stereo not drawn)
0 | O=C1C=C(c2ccc(Cl)nc2)C[C@@H](c2ccc3c(c2)OCO3)C1
1 | O=C(c1ccc(-c2ccc([N+](=O)[O-])cc2)o1)N1CCCCCCC1
0 | CC(CCN1CCN=C1N(C)C)c1ccccc1 (stereo not drawn)
-2 | CC1Sc2ccc(C(=O)Nc3cc(S(C)(=O)=O)ccc3Cl)cc2NC1=O (stereo not drawn)
-1 | O=C(CN1C(=O)NC(c2ccccc2)(c2ccccc2)C1=O)NC1CCS(=O)(=O)C1 (stereo not drawn)
-1 | N#Cc1ccc(S(=O)(=O)N2CCN(CC(=O)NCC3(N4CCOCC4)CCCCC3)CC2)cc1
-3 | COc1ccc([C@H]2CC(=O)C=C(c3cccc(C(C)C)c3)C2)cc1OC
-2 | C[C@@H](C(=O)N1CCN(c2ccccc2)CC1)N1C(=O)C2CC=CCC2C1=O (stereo partly drawn)
2 | CN(CC(=O)Nc1cc(S(=O)(=O)N2CCCC2)ccc1Cl)Cc1ccc2c(c1)OCO2
1 | COc1cc(C)c(NC(=O)C2CCN(S(=O)(=O)c3cccs3)CC2)cc1OC
7 | CC(=O)c1ccc(NC(=O)C(C)Oc2ccc(N(C)S(=O)(=O)c3ccc(C)cc3)cc2)cc1 (stereo not drawn)
-3 | Cc1cccc(NC(=O)CN(C)C(=O)c2ccc(N3CCCCCC3)c([N+](=O)[O-])c2)c1C
2 | CC(C)(C)[C@@H]1COC(=O)[C@@H](Cc2ccc(F)cc2)CC/C=C\C[C@@H](CC(=O)N(CCO)Cc2ccccc2)C(=O)N1
-2 | C#CCOCCOCCOCCNc1nc(N2CCN(C(=O)[C@H](CCCN=C(N)N)n3cc(C(N)[C@@H](C)CC)nn3)CC2)nc(N2CCN(C(=O)[C@H](CCC(=O)O)n3cc([C@@H](N)CO)nn3)CC2)n1 (stereo partly drawn)
1 | CN(Cc1ccccc1)S(=O)(=O)c1ccc(Cl)c(C(=O)N2CCC2)c1
-1 | C[C@H]1CN([C@@H](C)CO)C(=O)c2cccc(NS(=O)(=O)c3ccc(Cl)cc3)c2O[C@@H]1CN(C)CC1CCCCC1
-1 | c1ccc(CC[C@@H]2CC[C@@H](CCc3ccccc3)N2)cc1
0 | CC(=O)Nc1ccc(NC(=O)C(C)OC(=O)[C@@H]2CCCN2C(=O)c2cccs2)cc1 (stereo partly drawn)
1 | C[C@@H](O)C(C(=O)N1CCNCC1)n1cc([C@@H](N)CCCCN)nn1 (stereo partly drawn)
1 | O=C(O)CNC(=O)C(CS)Cc1ccccc1 (stereo not drawn)
-1 | c1cncc(CNc2ncnc3ccc(-c4ccc5c(c4)OCCO5)cc23)c1
-2 | Cc1cccc(N2CCN(CC(=O)N(C3CCCC3)C3CCS(=O)(=O)C3)CC2)c1C (stereo not drawn)
7 | COC(=O)C1=C(C)N(Cc2ccccc2)C(=NCc2cc(OC)c(OC)c(OC)c2)N[C@H]1c1ccc(Br)cc1
-2 | Cc1ccc(S(=O)(=O)N2CCCCC2)cc1NC(=O)COC(=O)c1cccn1C
-1 | Cc1cc(NC(=O)CN2C(=O)NC(C)(c3ccccc3Cl)C2=O)no1 (stereo not drawn)
1 | COc1ccc(S(=O)(=O)N2CCCCC2)cc1NC(=O)CNc1ccccc1N1CCCC1=O
-5 | N#CCCN(C(=O)CN1CCN(S(=O)(=O)c2ccc(Cl)s2)CC1)c1ccc(F)cc1
-1 | Cc1cccc(C(=O)O[C@@H]2[C@H](Cc3ccccc3)NS(=O)(=O)[C@H]3C[C@@H]4C=C[C@]23O4)c1
-1 | C[C@H](CO)N1C[C@H](C)[C@@H](CN(C)Cc2ccncc2)Oc2c(NC(=O)Cc3ccccc3)cccc2C1=O
0 | COc1ccc2ccn(C)c2c1
-2 | O=C(COC(=O)Cc1cccc(F)c1)NCCc1ccccc1
-2 | CCN(C[C@H]1N[C@@](CC)(C(=O)OC)[C@H]2C(=O)N(Cc3ccccc3)C(=O)[C@@H]12)S(=O)(=O)c1ccccc1
0 | O=C(/C=C/c1cc(Br)ccc1F)OCC(=O)N1CCCC1
0 | CC(=O)c1c(C)[nH]c(C(=O)OCC(=O)Nc2nnc(-c3ccccc3)o2)c1C
-1 | C=CC[C@@H](Cc1ccc(F)cc1)C(=O)OC[C@H]1CCCN1C(=O)[C@@H](CC=C)CC(=O)N[C@H](CO)Cc1ccccc1
-2 | CC1CCCCC12NC(=O)N(CC(=O)NCCc1c[nH]c3ccccc13)C2=O (stereo not drawn)
-2 | Cc1noc(C)c1S(=O)(=O)N(C)C[C@H]1Oc2ccc(NC(=O)C3CC3)cc2C(=O)N([C@H](C)CO)C[C@@H]1C
2 | NC(=O)C1CCN(C(=O)c2ccc(NS(=O)(=O)c3ccc(F)c(F)c3)cc2)CC1

New compounds follow
GSK3 alpha inh | mol
0 | C=C1CCC2[C@](C)(CO[C@@H]3O[C@H](CO)[C@@H](O)[C@H](O)[C@H]3O)CCC[C@@]2(C)[C@@H]1CCC1=CCOC1=O (stereo partly drawn)
-4 | CC1CCCC(NC(=O)c2cccc(S(=O)(=O)NCc3ccccc3)c2)C1C (stereo not drawn)
-1 | CSc1ncccc1C(=O)Nc1cccc(S(=O)(=O)N2CCOCC2)c1
0 | Cc1cnc(C(=O)OCC(=O)Nc2cccc(C)c2C)cn1
-2 | O=C(Cn1cnc2c(OCc3ccccc3)ncnc21)NCCCc1ccccc1
-4 | CCN(C(=O)COC(=O)CC(C)c1ccccc1)c1c(N)n(Cc2ccccc2)c(=O)[nH]c1=O (stereo not drawn)
-2 | CC(NS(=O)(=O)c1ccc(Cl)c(Cl)c1)C(=O)Nc1cccnc1 (stereo not drawn)
-2 | Cc1ccc(Nc2nnc(SC(C)C(=O)NCC3CCCO3)s2)cc1 (stereo not drawn)
17 | O=C(CCNC(=O)c1ccccc1Cl)Nc1cccc(S(=O)(=O)N2CCOCC2)c1
-1 | Cc1nc(SCc2nc3cc(Cl)c(F)cc3[nH]2)c2oc3ccccc3c2n1
-12 | Cc1ccc(OCC(=O)OCC(=O)NC2CC2)cc1C
4 | O=C(O)c1ccccc1C(=O)N1CCN(S(=O)(=O)c2cccc(C(F)(F)F)c2)CC1
0 | Cc1ccc(S(C)(=O)=O)cc1C(=O)OCC(=O)N(Cc1ccccc1)Cc1ccccc1
1 | COc1cccc(C(=O)NCC(=O)OCC(=O)NC2CCCCC2)c1
3 | O=C(C[n+]1ccc(C(=O)c2ccccc2)cc1)Nc1ccccc1OC(F)F
-1 | CSc1ncccc1C(=O)NCc1nnc2ccccn12
-2 | O=C(O)C1=CCCN(CCON=C(c2ccccc2)c2ccccc2)C1
-2 | CC[N+](CC)(CC(=O)Nc1c(C)cccc1C)Cc1ccccc1
-1 | O=C(Cn1ccc(NC(=O)OCc2ccccc2)nc1=O)NCCc1ccccn1
0 | O=C1c2ccc(-c3ccc(F)cc3OCc3ccccc3)cc2S(=O)(=O)c2cccc(C(=O)N3CCN(c4ncc(Br)cn4)CC3)c21
0 | CN1CCN(c2ccc(Cl)cc2NC(=O)c2cc(=O)[nH]c3ccccc23)CC1
-3 | CC(C)(C)OC(=O)NCCCC[C@@H](C(=O)NCCCCCCCCCCC(=O)N1CCN(C(=O)OC(C)(C)C)CC1)n1cc(CCCC(=O)O)nn1
-3 | COc1cc2cnc(-c3ccsc3)cc2cc1OC
-3 | O=C(NC1CCN(Cc2ccccc2)CC1)c1ccccc1NS(=O)(=O)c1ccc(F)cc1
-1 | CCN(CC)C(=O)/C=C/c1ccccc1
-2 | CCC(C(=O)N1CCN(S(=O)(=O)c2ccc(F)cc2)CC1)c1ccccc1 (stereo not drawn)
-2 | CCO[C@@H]1c2c(ccc3ccc(=O)oc23)OC(C)(C)[C@H]1O
0 | C[C@@H]1COC(=O)[C@@H](Cc2ccc(F)cc2)C/C=C\C[C@H](CC(=O)N(CCO)Cc2ccccc2)C(=O)N1
-3 | O=C(Nc1ccc(F)cc1F)c1cccc(S(=O)(=O)N2CCCCC2)c1
-5 | Cc1ccc(S(=O)(=O)N2CCOCC2)cc1NC(=O)c1cc2ccccc2oc1=O
-4 | COC(=O)c1c(-c2cc(OC)cc(OC)c2)sc2ccc(OC)cc12
-1 | CCOC(=O)c1c(C)[nH]c(C(=O)C(C)OC(=O)c2ccc(NC(=O)CC#N)cc2)c1C (stereo not drawn)
-1 | COc1ccc([C@H]2CC(=O)C=C(c3ccc(OC)nc3)C2)cc1
-2 | CCOC(=O)C1CCCN(C(=O)c2cccc(S(=O)(=O)N(C)c3ccc(C)cc3)c2)C1 (stereo not drawn)
-1 | C=CCC[C@H](Cc1ccc(F)cc1)C(=O)OC[C@@H]1CCCN1C(=O)[C@@H](CC=C)CC(=O)NCCO
2 | COc1ccc(NC(=O)CCN=C2NS(=O)(=O)c3ccccc32)cc1S(=O)(=O)N(C)C
-2 | C[C@H](CO)N1C[C@H](C)[C@@H](CN(C)S(C)(=O)=O)Oc2c(NC(=O)Cc3ccccc3)cccc2C1=O
1 | CC[C@@]1(C(=O)OC)N[C@H](CN(C)C(=O)NC(C)C)[C@@H]2C(=O)N(C)C(=O)[C@@H]21
0 | Cc1cc(NS(=O)(=O)c2ccc(NC(=O)c3cnc(Cl)c(Cl)c3)cc2)nc(C)n1
-1 | CCN(Cc1nc2ccccc2c(=O)[nH]1)C(=O)c1cccc(S(=O)(=O)N2CCc3ccccc32)c1

Sorted by the number under GSK3 alpha inh (descending): some entries from above.
GSK3 alpha inh | mol
5 | Cc1cnc(C(=O)OCc2nc3ccsc3c(=O)[nH]2)cn1
3 | COc1cccc(S(=O)(=O)NC2CCN(C#N)C2)c1 (stereo not drawn)
1 | CC[C@@]1(C(=O)OC)N[C@H](CN(C)C(=O)NC(C)C)[C@@H]2C(=O)N(C)C(=O)[C@@H]21
0 | O=C1c2ccc(-c3ccc(F)cc3OCc3ccccc3)cc2S(=O)(=O)c2cccc(C(=O)N3CCN(c4ncc(Br)cn4)CC3)c21
-1 | COc1ccc([C@H]2CC(=O)C=C(c3ccc(OC)nc3)C2)cc1
-2 | C[C@@H](C(=O)N1CCN(c2ccccc2)CC1)N1C(=O)C2CC=CCC2C1=O (stereo partly drawn)
-4 | CCN(C(=O)COC(=O)CC(C)c1ccccc1)c1c(N)n(Cc2ccccc2)c(=O)[nH]c1=O (stereo not drawn)

The results go on.
GSK3 alpha inh | mol
15 | NS(=O)(=O)c1ccc(CCNC(=O)CNC(=O)c2ccc(Br)o2)cc1
-4 | Cc1nc(SCC(=O)NCCN2C(=O)CSC2=O)nc(C)c1C
-3 | CN(C(=O)COC(=O)c1ccc(Cl)c(S(=O)(=O)N2CCCCCC2)c1)C1CCS(=O)(=O)C1 (stereo not drawn)
2 | CC(C)Cn1c(SC(C)C(=O)NC2CC2)nnc1-c1ccccc1F (stereo not drawn)
-2 | CCN1C(=O)C(=O)c2cc(C)ccc21
-5 | N#CCCN(C(=O)CN1CCN(S(=O)(=O)c2ccc3c(c2)OCCO3)CC1)c1ccc(F)cc1
-2 | COc1cc(OC)cc(-c2c(-c3cccs3)c3cc(-c4cc(OC)c(OC)c(OC)c4)ccc3n2C)c1
-2 | COc1ccc(OC)c(NC(=O)COC(=O)C2CCCCC2)c1
0 | O=C(COc1ccc(Cl)cc1Br)Nc1nnc(C2CC2)s1
0 | O=C(NCc1ccc(F)cc1)c1cccc(S(=O)(=O)N2CCOCC2)c1
1 | N#Cc1cccc(NC(=O)c2ccc(S(=O)(=O)N3CCOCC3)cc2)c1
9 | CC(=O)c1sc(NC(=O)CCN2C(=O)C3CC=CCC3C2=O)nc1-c1ccccc1 (stereo not drawn)
0 | C[C@]12C(=O)N(c3ccc(F)cc3)C(=O)N1[C@H]1c3ccccc3OC[C@@H]1[C@H]2c1ccccc1

Another view of 4 compounds above:
N#Cc1cccc(NC(=O)c2ccc(S(=O)(=O)N3CCOCC3)cc2)c1
  GSK3 alpha inh: 1
CN(C(=O)COC(=O)c1ccc(Cl)c(S(=O)(=O)N2CCCCCC2)c1)C1CCS(=O)(=O)C1 (stereo not drawn)
  GSK3 alpha inh: -3
COc1ccc(OC)c(NC(=O)COC(=O)C2CCCCC2)c1
  GSK3 alpha inh: -2
CC(=O)c1sc(NC(=O)CCN2C(=O)C3CC=CCC3C2=O)nc1-c1ccccc1 (stereo not drawn)
  GSK3 alpha inh: 9
